Furin inh: blocks human furin protease activity; P09958; purified furin, fluorogenic substrate cleavage; inhibition, % at 30 µM; hit rate 0.061% among 220,000; AID 463115; in the data active = inhibition above about 25%; note: inactives centre near -15
hK5 inh: inhibitors of human kallikrein 5 | recombinant hK5, fluorogenic AMC substrate cleavage | inhibition, % at 5 µM | hit rate 0.59% among 210,000;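 active = inhibition of 40% or more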;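 note: 0% = enzyme controls without compound and 100% = no-enzyme blanks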
14-3-3 Bad PPI: disrupts binding of bovine 14-3-3 zeta to phospho-Bad peptide. P63103. TR-FRET 14-3-3zeta/Dy647-pBad peptide displacement, 1 h. inhibition, % at 21.7 µM. hit rate 0.71% among 220,000. AID 781;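 active = inhibition above about 70%, limit read from the data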;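 note: 0% = full 14-3-3 plus peptide FRET controls and 100% = background without 14-3-3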
EBV gp42 block: blocks Epstein-Barr virus glycoprotein 42 binding. hit rate 0.42% among 220,000. Fluorescence polarization binding assay, mP read-out. Q1HVG2. inhibition, % (tested at 21.74 µM); in the data active = inhibition above about 50%
Thrombin inh: blocks human thrombin protease activity; alpha-thrombin, Boc-VPR-AMC fluorogenic substrate cleavage; hit rate 0.26% among 220,000; inhibition, % at 5 µM;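 active = inhibition at or above 40%; inactive = inhibition below 40%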;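 note: 0% = enzyme with no compound and 100% = wells without enzyme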
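System: human alpha-thrombin protein; Compound dosing: one concentration per compound, 5 µM, with 0.2% DMSO; Timing: reaction at room temperature; Technique: AMC fluorescence, 355/460 nm; Controls: enzyme without compound as high, wells lacking enzyme as low.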
KCC2 mod: KCC2 (human) Cl- transport modulation | hit rate 2.2% among 190,000 | KCC2 cells, thallium flux FluoZin-2 fluorescence | AID 1456 | Q9H2X9 | B-score of Tl+ flux slope (higher = more flux/activation; lower = inhibition) at 10 µM;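 active = thallium flux slope and its plate-corrected score both differing from the plate sample mean at a set confidence after two filtering rounds, in either direction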;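 note: slope of fluorescence scaled to starting intensity during 10 to 20 s after thallium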
NCF1 inh: inhibitors of human p47phox binding | P14598 | p47phox/p22phox peptide binding, fluorescence polarization, 2 h | inhibition, % at 24.7 µM | hit rate 0.53% among 220,000 | AID 1274;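 note: 0% = p47phox with labelled peptide and 100% = labelled peptide alone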
Target sequence (P14598 whole entry, looked up): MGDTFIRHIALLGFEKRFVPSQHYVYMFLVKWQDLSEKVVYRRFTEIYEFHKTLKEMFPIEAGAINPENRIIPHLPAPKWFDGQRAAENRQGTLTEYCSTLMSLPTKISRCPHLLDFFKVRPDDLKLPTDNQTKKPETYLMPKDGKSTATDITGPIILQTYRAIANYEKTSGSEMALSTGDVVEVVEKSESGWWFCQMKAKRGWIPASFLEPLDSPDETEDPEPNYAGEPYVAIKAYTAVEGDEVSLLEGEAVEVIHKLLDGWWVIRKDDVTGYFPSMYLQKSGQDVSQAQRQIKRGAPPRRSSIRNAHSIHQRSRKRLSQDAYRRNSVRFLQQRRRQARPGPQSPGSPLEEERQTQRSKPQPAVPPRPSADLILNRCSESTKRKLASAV
Rad51 HR inh: Rad51 (human) homologous recombination inhibition; AID 1385; Q06609; inhibition, % at 10 µM; hit rate 0.085% among 200,000; hRad51 DNA strand exchange, fluorescence dequenching;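 active = inhibition above 40% at the single screening dose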;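 note: 0% = DMSO control wells and 100% = blanks with heterologous ssDNA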
Target sequence (Q06609 whole entry, looked up): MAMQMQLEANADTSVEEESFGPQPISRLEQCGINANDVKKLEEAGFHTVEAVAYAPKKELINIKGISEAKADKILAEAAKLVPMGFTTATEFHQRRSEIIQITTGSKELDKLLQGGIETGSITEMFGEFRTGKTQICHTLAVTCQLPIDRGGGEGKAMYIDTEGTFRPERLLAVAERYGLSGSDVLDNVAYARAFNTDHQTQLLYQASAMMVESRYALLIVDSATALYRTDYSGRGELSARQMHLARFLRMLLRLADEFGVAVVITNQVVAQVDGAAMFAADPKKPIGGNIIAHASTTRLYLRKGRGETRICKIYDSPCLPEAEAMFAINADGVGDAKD
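Test system – preformed human Rad51 ssDNA filaments · Reagent – Donor/quencher-labelled 47-bp dsDNA substrate · Incubation – 37 °C 15-min filament assembly, 30-min compound preincubation, 15-min exchange · Signal – FRET fluorescence dequenching, excitation 485 nm, emission 520 nm · Read-out – percent inhibition from fluorescence, normalised to plate control and blank means · Benchmarks – plate control and blank wells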
eIF4E-4G inh: eIF4E/eIF4G interaction inhibition in translation initiation; P63073+Q04637; TR-FRET eIF4E-eIF4GI(517-606) binding, 2 h; inhibition, % at 21.7 µM; hit rate 0.37% among 220,000; AID 782;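 note: 0% = full FRET control wells and 100% = background wells lacking eIF4GI fragment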
The depositor's hits bear a star; x = not tested or not shown; [ ] = another dose, or the depositor's remark.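 Rule for the calls, unless noted: active = inhibition above about 30% (limit read from the data); inactive = the rest.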

1: COc1c(N2CCN(C(=S)Nc3ccccc3)C(C)C2)c(F)cc2c(=O)c(C(=O)O)cn(C3CC3)c12 (centres undefined)
2: COc1ccc2[nH]c(=O)c(CN(CC3CCCO3)C(=S)Nc3ccc(C)cc3)cc2c1 (centres undefined)
3: COCCNC(=O)COC(=O)c1nsc(Cl)c1Cl
4: CCOC(=O)c1ccc(S(=O)(=O)NNC(=O)c2cccc(N(C)C)c2)cc1
5: Cn1c(NCc2cccc(Br)c2)nc2ccccc21
6: COCCCn1c(Cc2csc(Nc3cccc(Cl)c3)n2)nnc1SCC(=O)OC
7: CNC(=O)c1cn(-c2ccc(Cl)cc2)c(=O)c2ccccc12
8: COc1ccc(OCCSc2nnc(C(C)NC(=O)c3ccccc3F)n2C)cc1 (centres undefined)

Screen / compound no.,1,2,3,4,5,6,7,8
Furin inh,-23[20 µM],-1,-15,-22,-28[20 µM],-11,-22,-5
hK5 inh,-25,1,4,1,0,-13,1,19
14-3-3 Bad PPI,-3,1,6,-11,25,25,-1,0
EBV gp42 block,-6,0,-5,-1,-20,-9,-7,0
Thrombin inh,4,-5,-4,-5,-2,7,-6,36
KCC2 mod,-0.37,-0.5,1.9,0.6,-0.14,-0.61,0.56,-1.5
NCF1 inh,-9,-1,-15,-8,-7,-7,-9,-2
Rad51 HR inh,-5,-13,-1,6,0,1,4,-3
eIF4E-4G inh,-2[fluorescence artefact?],2,4,3,0,-4,1,2

9: O=C1NC(=O)/C(=C/c2cccc(O)c2)N1
10: CSCC(C)N1CCC(CO)(CCc2ccccc2)CC1 (centres undefined)
11: CCOc1ccc(C2C3=C(CCCC3=O)OC(N)=C2[N+](=O)[O-])cc1 (centres undefined)
12: FC(F)(F)c1cccc(CON=C2CCN(c3ncc(C(F)(F)F)cc3Cl)CC2)c1
13: COC(=O)c1sccc1NC(=S)N1CCN(c2ccc(F)cc2)CC1
14: CCc1ccc(NC(=O)c2noc(C(C)C)c2[N+](=O)[O-])cc1
15: O=[N+]([O-])c1cccc(C(O)C23CN4CN(CN(C4)C2)C3)c1 (centres undefined)
16: COc1cc(/C=N/N=C2/NC(=O)C(c3ccccc3)S2)ccc1O (centres undefined)

Screen / compound no.,9,10,11,12,13,14,15,16
Furin inh,5,-18,-5,-6[20 µM],-21,-17,-19,-5[20 µM]
hK5 inh,7,x,-8,6,-12,x,2,-14
14-3-3 Bad PPI,9,2,-4,4,-10,-2,13,7[fluorescence artefact?]
EBV gp42 block,-7,-2,-15,-5,-1,9,-5,5
Thrombin inh,-2,-4,1,-3,0,-1,-3,-8
KCC2 mod,0.38,x,-0.14,0.046,-1.9,-2.1,-1.1,x
NCF1 inh,-7,-11,-4,6,-8,-3,2,1
Rad51 HR inh,-32,-21,8,-6,11,x,13,x
eIF4E-4G inh,8,3,-3,7,4,-2,3,4[fluorescence artefact?]

17: Oc1oc(-c2ccc(Br)cc2)nc1/C=N/c1ccccn1
18: CCCn1c(SCC(N)=O)nnc1C(C)C
19: CN1CCN(c2ccccc2NC(=O)COc2ccccc2)CC1
20: O=C(N/N=C/C=C/c1ccccc1)c1ccccc1Br
21: CC(C)Oc1cccc(C(=O)C2CCCN(C(=O)c3noc4c3CCCC4)C2)c1 (centres undefined)
22: COc1cc(C(=O)Nc2nccs2)ccc1OCc1c(C)noc1C
23: CC1=CC(=O)OC1Cc1ccncc1 (centres undefined)
24: COC(=O)CC1SCCNC1=O (centres undefined)

Screen / compound no.,17,18,19,20,21,22,23,24
Furin inh,-1,-10,-14[20 µM],0[20 µM],-10,-22,-22,-15[20 µM]
hK5 inh,-5,-2,-4,0,x,-5,-10,0
14-3-3 Bad PPI,5,-13,1,15[fluorescence artefact?],-2,-7[fluorescence artefact?],8,0
EBV gp42 block,-16,-15,-11,23,4,-14,-15,-4
Thrombin inh,-26,2,2,-6,-3,-7,0,2
KCC2 mod,1.6,0.14,0.52,-1.8,-2.3,-1.9,x,0.9
NCF1 inh,-182,-8,-10,0,1,4,-7,-10
Rad51 HR inh,-1,-10,1,-6,24,2,13,-3
eIF4E-4G inh,0,-1[fluorescence artefact?],1,-3,-2,1[fluorescence artefact?],5,9

25: CCOC(=O)C1CCN(CC(O)COc2ccc(C(=O)CC)cc2)CC1 (centres undefined)
26: Cc1cc(C)cc(OCC(=O)OCC(=O)NCc2cccs2)c1
27: O=C(O)CSc1nc(-c2ccccc2)nc2c1CCCC2
28: Cc1ccccc1NC(=O)c1c(-c2ccccc2)noc1C
29: CCCCC(=O)Nc1ccc(NC(=O)c2ccc(C)c([N+](=O)[O-])c2)cc1OC
30: Cc1sc2nc(SCC(=O)NCc3ccco3)n(CCc3ccccc3)c(=O)c2c1C
31: COc1ccc(C(C)=O)cc1CN1C(=O)NC2(CCCCC2)C1=O
32: Cc1nn(-c2ccccc2)c(C)c1/C=C1\C(=O)N(C)C(=S)N1C

Screen / compound no.,25,26,27,28,29,30,31,32
Furin inh,0[20 µM],-10,-5,-28,-9,6[20 µM],-15[20 µM],-13
hK5 inh,2,2,6,-6,-8,-1,-6,2
14-3-3 Bad PPI,17,7,0,x,-12,-6[fluorescence artefact?],11[fluorescence artefact?],-6
EBV gp42 block,-9,4,-23,-2,-1,-13,-2,2
Thrombin inh,1,-13,3,-1,-3,-5,-4,4
KCC2 mod,1.5,-0.33,0.84,1.9,-0.25,x,1.2,-1.5
NCF1 inh,-6,3,-1,16,1,-17,-3,-3
Rad51 HR inh,-35,-2,8,2,3,1,2,5
eIF4E-4G inh,-5,0,6,x,-3[fluorescence artefact?],3[fluorescence artefact?],5,-6

Brought forward from above: 4 entries; new compounds follow.
29: CCCCC(=O)Nc1ccc(NC(=O)c2ccc(C)c([N+](=O)[O-])c2)cc1OC
30: Cc1sc2nc(SCC(=O)NCc3ccco3)n(CCc3ccccc3)c(=O)c2c1C
31: COc1ccc(C(C)=O)cc1CN1C(=O)NC2(CCCCC2)C1=O
32: Cc1nn(-c2ccccc2)c(C)c1/C=C1\C(=O)N(C)C(=S)N1C
33: C=CCc1cccc(OC)c1OCCOCCNCCO
34: Brc1ccc(N=Nc2ccc3ccccc3n2)cc1
35: CCc1ccc(N(CC(=O)Nc2ccc(OC)cc2OC)S(C)(=O)=O)cc1
36: C/C(=N\Nc1cc(C)nc(-c2ccccc2O)n1)c1ccccc1
37: CC(C)CCc1noc(CN(CC2CCC2)CC2CCCO2)n1 (centres undefined)
38: COc1cc(OC)nc(S(C)(=O)=O)n1
39: CC1(C(=O)OCC(=O)Nc2ccccc2)CC1(Cl)Cl (centres undefined)
40: O=[N+]([O-])c1ccc(N/N=C/c2sc(N3CCOCC3)nc2-c2ccccc2)c(S(=O)(=O)Nc2ccccc2Cl)c1

Screen / compound no.,29,30,31,32,33,34,35,36,37,38,39,40
Furin inh,-9,6[20 µM],-15[20 µM],-13,-10[20 µM],-12,-10,-15,-11,-10,-23,2
hK5 inh,-8,-1,-6,2,0,7,1,-5,-2,-5,5,x
14-3-3 Bad PPI,-12,-6[fluorescence artefact?],11[fluorescence artefact?],-6,37,-3,-9,0,7,-9,-5,4
EBV gp42 block,-1,-13,-2,2,1,-17,-8,-8,1,-9,-2,-27
Thrombin inh,-3,-5,-4,4,-7,3,1,x,0,-12,2,2
KCC2 mod,-0.25,x,1.2,-1.5,-0.29,0.43,-0.035,-0.28,-0.057,0.28,0.63,-1.4
NCF1 inh,1,-17,-3,-3,1,-2,-2,-3,5,-11,-3,-94
Rad51 HR inh,3,1,2,5,6,16,1,-2,1,-1,-14,x
eIF4E-4G inh,-3[fluorescence artefact?],3[fluorescence artefact?],5,-6,2,2,0,2,-11,8,2,7

The closing two records of the section above are carried over, then new ones follow:
39: CC1(C(=O)OCC(=O)Nc2ccccc2)CC1(Cl)Cl (centres undefined)
40: O=[N+]([O-])c1ccc(N/N=C/c2sc(N3CCOCC3)nc2-c2ccccc2)c(S(=O)(=O)Nc2ccccc2Cl)c1
41: COc1ccc(C(=O)/C=C/c2cc(OC)c(O)c(OC)c2)c(F)c1
42: Cc1ccc(NC(=O)C2CCCN2C(=O)Oc2ccccc2)cc1 (centres undefined)
43: Cc1cccc(NS(=O)(=O)c2cc(C(=O)N3CCCC3)ccc2Cl)c1
44: CCOC(=O)c1c(-c2ccccc2)csc1N1C(=O)Nc2ccccc2N1O
45: CN1C/C(=C/c2cccnc2)C(=O)/C(=C/c2cccnc2)C1
46: Cc1ccc(S(=O)(=O)NC(=O)N2CCCN(Cc3ccc(F)cc3)CC2)cc1
47: CC(NC(=O)NC12CC3CC(CC(C3)C1)C2)c1ccc2c(c1)OCO2 (centres undefined)
48: COc1cc(C(F)(F)F)nc2c(Br)c(C(C)(C)C)nn12
49: O=C(NCC(c1cccnc1)N1CCOCC1)c1cccs1 (centres undefined)
50: Cc1cc(Cl)ccc1NC(=O)COC(=O)c1nc2nccc(C)n2n1

Screen / compound no.,39,40,41,42,43,44,45,46,47,48,49,50
Furin inh,-23,2,-28,-25[20 µM],-18,-11,-20,-19,-24,-11,-22[20 µM],-23
hK5 inh,5,x,-2,4,-3,5,-22,-3,-10,-4,3,-11
14-3-3 Bad PPI,-5,4,-6,1[fluorescence artefact?],-9,-6,1,-11,-9,-1,8,-3
EBV gp42 block,-2,-27,1,-2,-20,-5,-1,-6,-12,-6,-23,-11
Thrombin inh,2,2,4,-3,4,-6,-5,-7,-1,-5,1,3
KCC2 mod,0.63,-1.4,-1.4,0.45,0.085,-1.9,-0.11,x,0.52,0.84,-0.034,-1
NCF1 inh,-3,-94,-67,-17,5,0,-8,-10,-4,8,-7,-5
Rad51 HR inh,-14,x,1,5,x,5,x,4,-21,15,10,-4
eIF4E-4G inh,2,7,4,3[fluorescence artefact?],-5,-7,0,1,3,-3,-3,1
